# Bioassay records deposited in PubChem BioAssay by National Center for Advancing Translational Sciences (NCATS).
# FEN1 inh: human FEN1 inhibition; AID 588795; P39748; 390,000 tested, 0.35% active; Recombinant FEN1 flap cleavage, fluorescence, 15 min; Potency, µM (titrated, usually from 114 µM), for the others: top-dose activity change, negative = inhibition, usual class: inhibitors; note: nearly all actives have a fitted effect of over 65% in size
# Target sequence (P39748 whole entry, looked up): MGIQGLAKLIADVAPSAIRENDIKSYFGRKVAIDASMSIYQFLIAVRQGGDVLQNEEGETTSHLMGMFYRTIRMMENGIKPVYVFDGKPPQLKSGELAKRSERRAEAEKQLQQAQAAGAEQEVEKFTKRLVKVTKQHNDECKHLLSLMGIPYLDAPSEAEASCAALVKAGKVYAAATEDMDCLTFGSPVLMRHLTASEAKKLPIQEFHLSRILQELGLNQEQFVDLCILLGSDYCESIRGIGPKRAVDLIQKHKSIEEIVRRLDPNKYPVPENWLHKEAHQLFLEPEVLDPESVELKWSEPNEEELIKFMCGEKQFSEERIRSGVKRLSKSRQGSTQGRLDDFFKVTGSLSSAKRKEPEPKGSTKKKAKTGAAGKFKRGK
#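 FEN1 at 10 nM preincubated with compounds 15 min at room temperature, then flap DNA substrate added at 50 nM final. Signal read at 0 and 15 min; concentration-response fitted with four-parameter Hill equation.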
# KAT2A inh: inhibitors of human GCN5L2 histone acetyltransferase; GCN5L2 HAT assay, ThioGlo1 CoA-SH fluorescence; Potency, µM (series often up to 58.9 µM), without a hit: top-dose activity change, negative = inhibition, hits mostly inhibitors; 390,000 tested, 0.21% active
#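 Preincubate 20nM GCN5L2 with compound 15 min, RT → add 50uM ThioGlo1 + 75uM H3(1-25) + 70uM acetyl-CoA → read fluorescence 0 and 20 min. Primary qHTS; fluorescent artifacts likely.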
# N370S GC mod: inhibitors or activators of N370S glucocerebrosidase for Gaucher disease. P04062. N370S GC spleen homogenate, 4MU-glucoside fluorescence. Potency, µM (top dose mostly 59.4 µM), without a hit: at the top dose activity change, negative = inhibition, actives largely listed as inhibitors. 330,000 tested, 0.092% active;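 note: 0% = full enzyme activity and -100% = no enzyme basal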
# * hit, by the source's call; ? = inconclusive; . = not tested or not shown; & = joins results of further samples. Calls come from the whole dose curve; as a rule, active = well fitted curve in the direction sought with a large enough effect; inconclusive = small, poorly fitted or top-dose-only effect, or another doubt; inactive = no such curve, though single readings can be large; an effect the other way counts as inactive or inconclusive. Unless noted, % is set by controls: 0 for no effect and ±100 for the full control effect; potency is the fitted concentration of half-maximal effect.
SMILES	FEN1 inh	KAT2A inh	N370S GC mod
COc1ccccc1N1CCN(/N=C/c2cc(OC)c(OC(C)=O)c(OC)c2)CC1	-4.1%	-4.7%	0.2%
OCCNCCCCSc1ccc(Cl)cc1	-15.3%	0.4%	-2.7%
O=C(CSc1ncccn1)Nc1ccc(Cl)c(S(=O)(=O)N2CCOCC2)c1	12.9%	-4.3%	.
Cc1ccc(N(CC(=O)NCC2CCCO2)S(=O)(=O)c2ccc(Cl)cc2)cc1C (stereo not drawn)	-16.7%	-2.4%	-1.2%
CCOC(=O)CSc1nnc([C@H](Cc2ccccc2)NC(=O)OC(C)(C)C)o1	11.8%	1.5%	3.3%
CC(=O)Oc1cc(-c2coc3cc(OC(C)=O)c(OC(C)=O)c(OC(C)=O)c3c2=O)cc(OC(C)=O)c1OC(C)=O	.	-3.2%	-10.6%
COC(=O)CCSCC(=O)Nc1ccc(C)c(S(=O)(=O)N2CCCCC2)c1	9.4%	-3.1%	-2.2%
O=C(Nc1ccc2c(c1)OCO2)C1CCCN1C(=O)NCc1ccccc1 (stereo not drawn)	6.4%	0.1%	7.5%
Cc1cccc(NC(=O)CSc2nc3c(oc4ccccc43)c(=O)n2C(C)C)c1	6.5%	-5.4%	.
CC(C)(C)OC(=O)N1CCC(c2c(C(=O)NCCN3CCOCC3)cnn2-c2ccccc2)CC1	0.0%	28.6%	.
COc1ccc(OCC(=O)Nc2nc3ccccc3[nH]2)cc1	-7.2%	2.4%	-3.1%
COc1cc(-c2cc(C(=O)NN3CCN(C)CC3)c3ccccc3n2)cc(OC)c1OC	.	-15.4%	14.6%
O=C(Cn1cnc2ccccc2c1=O)OCCCCN1C(=O)c2ccccc2C1=O	-11.2%	-2.1%	8.6%
CC1CCN(CCCNC(=O)CCNC(=O)Cn2cnc3ccccc3c2=O)CC1	-0.2%	1.0%	-2.5%
O=C(Cn1cc(SCc2ccc(Cl)cc2)c2ccccc21)N1CCCC1	-5.2%	-13.9%	.
O=C(CSc1cccs1)NCCc1ccccc1	-4.1%	-2.4%	-4.8%

# Next part; it opens with the 4 that closed the last part.
SMILES	FEN1 inh	KAT2A inh	N370S GC mod
O=C(Cn1cnc2ccccc2c1=O)OCCCCN1C(=O)c2ccccc2C1=O	-11.2%	-2.1%	8.6%
CC1CCN(CCCNC(=O)CCNC(=O)Cn2cnc3ccccc3c2=O)CC1	-0.2%	1.0%	-2.5%
O=C(Cn1cc(SCc2ccc(Cl)cc2)c2ccccc21)N1CCCC1	-5.2%	-13.9%	.
O=C(CSc1cccs1)NCCc1ccccc1	-4.1%	-2.4%	-4.8%
Cc1ccc(-n2ncc3c(=O)n(CC(=O)NCc4ccco4)cnc32)cc1	-5.9%	3.3%	1.9%
CCc1ccc(NC(=O)C(Cc2ccccc2)NS(=O)(=O)c2ccc3c(c2)c(=O)n(C)c(=O)n3C)cc1 (stereo not drawn)	-12.1%	-2.8%	.
O=C(Cc1ccc([N+](=O)[O-])cc1)N/N=C/c1ccco1	-3.5%	-7.1%	-8.4%
CCOC(NC(=O)c1ccccc1)C(NC(=O)c1ccccc1)OCC (stereo not drawn)	-12.9%	0.3%	-9.0%
COc1ccc(C(=O)OCC(=O)Nc2ccc(OC)c(S(=O)(=O)N3CCCCC3)c2)cc1[N+](=O)[O-]	0.0%	-3.6%	-0.8%
COc1cc(/C=C/C(=O)O)ccc1OS(=O)(=O)c1ccc(C)cc1	-18.2%	-5.5%	3.1%
CN1C(C(=O)Nc2ccccn2)=C(O)c2sccc2S1(=O)=O	1.6%	-14.7%	-3.4%
Cc1ccc(NC(=O)c2ccc(NC3=NC4CS(=O)(=O)CC4S3)cc2)cc1 (stereo not drawn)	-5.2%	-17.8%	-13.2%
CCOc1ccc(CNC(=O)CCc2c(C)nn(-c3ccc(N4CCCCC4)nn3)c2C)cc1	15.1%	0.6%	.
Cc1occc1C(=O)OCC(=O)Nc1ccc(F)cc1	-3.3%	-0.1%	-15.0%
Cc1ccccc1C(=O)Oc1ccc2ccc(O)cc2c1	-17.4%	-20.1%	0.4%
Cc1onc(-c2ccccc2)c1C(=O)Nc1ccc(OC(C)C)cc1	-15.5%	-1.8%	7.9%
O=C(c1ccccc1)c1cc(-c2ccccn2)c(N2CCOCC2)s1	-17.7%	0.3%	?
O=C(/C=N/O)NCCCn1ccnc1	2.9%	0.4%	-3.5%
Cc1nc2ccc(S(=O)(=O)NCC(=O)N(C)Cc3ccco3)cc2s1	-5.5%	-26.4%	3.6%
Cc1ccc(O)c(CO)n1	-7.7%	-16.4%	2.3%
Cc1ccc(C)n1NC(=O)c1ccccc1	-5.7%	-1.5%	3.6%
CC1=CCC(C(=O)O)C(C(=O)Nc2ccc(-c3nc4ccc(C)cc4s3)cc2)C1 (stereo not drawn)	-2.1%	-10.5%	-2.4%
Cc1ccc(Cl)cc1NC(=O)CC1NCCNC1=O (stereo not drawn)	-2.6%	-3.2%	-1.8%
O=C(NC1CCCCC1)C(c1ccco1)N(CCc1ccccc1)C(=O)C(F)(F)F (stereo not drawn)	0.6%	-9.9%	29.6%
CCCNC(C)C(=O)Nc1ccccc1C (stereo not drawn)	-3.8%	0.6%&5.6%&-4.7%	0.5%&4.3%&1.9%
CCN(C(=O)CSc1nnc(Nc2ccccc2C)s1)C1CCS(=O)(=O)C1 (stereo not drawn)	-3.7%	-8.6%	-0.8%
CCN(CC(=O)Nc1ccccc1OC)C(=O)/C=C/c1cccs1	-2.9%	-6.0%	1.3%
Cc1ccc([N+](=O)[O-])cc1NC(=O)C(C)Sc1nnc(C)n1CC1CCCO1 (stereo not drawn)	10.0%	-2.5%	-11.8%
COc1ccc(CCN2CC(C(=O)NC3CCCCC3)CC2=O)cc1OC (stereo not drawn)	7.5%	-8.0%	0.6%
Cc1cc(C(=O)COC(=O)c2ccc[nH]c2=O)c(C)n1-c1ccccc1	4.7%	-8.4%	-1.0%
COc1ccc(N(C(=O)CNC(=O)c2cccs2)C(C(=O)NCC2CCCO2)c2ccccc2)cc1 (stereo not drawn)	10.9%	-2.1%	-14.7%
COc1ccc(-c2cc(C(F)(F)F)n3ncc(C(=O)NCC4CCCO4)c3n2)cc1 (stereo not drawn)	9.0%	-4.5%	11.7%
Cc1ccc(C(C[N+](=O)[O-])c2c(C)[nH]n(-c3ccccc3)c2=O)cc1 (stereo not drawn)	-5.2%	-2.5%	-0.7%
O=C1SC(Cc2ccccc2)C(=O)N1c1ccccc1 (stereo not drawn)	-4.6%	1.0%	2.0%
O=C(NNc1nc2cc3c(cc2s1)OCO3)c1ccc(F)cc1	1.4%	-6.2%	-2.7%
O=C(CN1CCCCCC1)Nc1ccccc1	-13.0%	-18.5%	5.9%
CC1(C)CC(NC(=O)C(=O)NCCc2ccc(Cl)cc2)CC(C)(C)N1	11.3%	-0.3%	-0.6%
Cc1cc(C)nc(/N=C(\N)Nc2ccc(S(=O)(=O)Nc3nc(C)cc(C)n3)cc2)n1	.	1.8%	-18.5%
C/C(=N\NC(=S)Nc1ccc(C)c(C)c1)c1ccc(N2CCOCC2)cc1	0.1%	?	12.9%
CC(=O)C1C(=O)C=C(c2ccco2)CC1c1ccccc1 (stereo not drawn)	12.2%	-11.4%	-13.4%
COc1ccc(C(=O)OCC(=O)NC23CC4CC(CC(C4)C2)C3)c(OC)c1OC	5.2%	-4.4%	.
COC(=O)c1c(NC(=O)C2CC(=O)NN2Cc2ccccc2)sc(C)c1C (stereo not drawn)	-17.3%	-11.4%	12.6%
COc1cccc(/C=N/n2c(N)c(S(=O)(=O)c3cccs3)c3nc4ccccc4nc32)c1	-4.1%	-14.9%	23.2%
O=C(C1CCCO1)N1CCN(C(=S)Nc2ccc(Cl)cc2)CC1 (stereo not drawn)	7.8%	1.3%	-1.4%
O=C(C1COc2ccccc2O1)N(Cc1cccnc1)c1nc2ccc(F)cc2s1 (stereo not drawn)	-1.3%	0.7%	.
CCOC(=O)N1CCC(N(C(=O)Nc2ccc(CC)cc2)C(C)CC)CC1 (stereo not drawn)	0.7%	-4.6%	-6.0%
O=C1c2[nH]nc(-c3ccccc3O)c2C(c2ccc(Cl)cc2)N1Cc1ccco1 (stereo not drawn)	-16.6%	-3.4%	.
COc1ccc(N(CC(=O)NC2CCCCCC2)S(=O)(=O)c2c(C)nn(C)c2C)cc1	-2.2%	-6.8%	-18.3%
CCOc1ccc(C(C)=O)cc1NC(=O)/C=C\C(=O)O	4.9%	-1.0%	11.1%
C[C@H]1CN=C(N(C)C)N1CCCCc1ccccc1	6.5%	-1.6%	-11.9%
C[C@@H]1CN([C@H](C)CO)C(=O)c2cc(NS(=O)(=O)c3ccc(F)cc3)ccc2O[C@@H]1CN(C)Cc1ccc(Cl)c(Cl)c1	-6.5%	-17.7%	.
Cc1ccc(C)c(N2CCN(C(=O)CN3CCSc4ccc(S(=O)(=O)N(C)C)cc43)CC2)c1	11.0%	?	.

# Random excerpt: 3 records from the list, in no set order.
SMILES	FEN1 inh	KAT2A inh	N370S GC mod
CCOC(=O)N1CCC(N(C(=O)Nc2ccc(CC)cc2)C(C)CC)CC1 (stereo not drawn)	0.7%	-4.6%	-6.0%
C[C@@H]1CN([C@H](C)CO)C(=O)c2cc(NS(=O)(=O)c3ccc(F)cc3)ccc2O[C@@H]1CN(C)Cc1ccc(Cl)c(Cl)c1	-6.5%	-17.7%	.
CCOc1ccc(C(C)=O)cc1NC(=O)/C=C\C(=O)O	4.9%	-1.0%	11.1%

# Next records follow.
SMILES	FEN1 inh	KAT2A inh	N370S GC mod
CCOc1c2ccc(C(=O)N[C@H](C)C3CCCCC3)cc2nn1CC	-16.4%	0.891µM*	-1.2%
N=c1n(N)c2ccccc2n1CC(=O)c1ccc(Br)cc1	-0.3%	-1.7%	-5.3%
COc1ccccc1NC(=O)CCn1cnc2onc(-c3ccc(F)cc3)c2c1=O	0.7%	-2.3%	.
CCOC(=O)c1c(NC(C)=O)sc2c(OCC(O)CN(CC)CC)c(Br)ccc12 (stereo not drawn)	22.4µM*	-5.9%	-19.2%
O=C(CCN1CCOCC1)N1CCCC(Nc2ccc(F)cc2)C1 (stereo not drawn)	-4.9%	-2.0%	-5.6%
Cc1ccc(CNC(=O)C(=O)NCC2OCCN2C(=O)c2cccs2)cc1 (stereo not drawn)	3.1%	1.7%	-1.2%
Fc1ccccc1Nc1nc(Cl)nc(Cl)n1	10.6%	-2.6%	9.1%
COc1cccc(-c2nnc(-c3ccco3)o2)c1	4.3%	0.5%	-28.1%
CCCOc1cccc(CN2CCCCC2c2cccnc2)c1 (stereo not drawn)	-2.8%	1.4%	19.1%
COc1ccc(/C=C/C(=O)OCC(=O)NC(=O)NC(C)(C)C)cc1	1.0%	-1.6%	-23.4%
O=C(CCc1nc(-c2ccc(F)cc2)no1)NCc1ccccc1CN1CCOCC1	-11.3%	3.1%	.
COc1ccc(/C=C2/S/C(=N/S(=O)(=O)Cc3ccccc3)NC2=O)cc1OC	9.2%	-2.6%	-3.2%
